Screening results deposited in PubChem by several laboratories.
MEKK2 mut-MEK5: signal of MEK5 binding to mutant human MEKK2 PB1 domain; bead flow cytometry, Alexa488-MEK5 binding to MEKK2 mutant; percent response, % at 10 µM; 290,000 tested, 0.35% active; in the data active = percent response above about 24%, passing the limit was not always enough; also: inactives centre near 1; some results filed as inactive read as strong as hits; reference of the scale not given here
MEKK3 PB1 HTS: raises or lowers MEK5 binding to the human MEKK3 PB1 domain; bead-based flow cytometry, Alexa488-MEK5 binding to MEKK3; actives lie on both sides; 0 = blocked by unlabeled MEK5, 100 = vehicle; binding response (% of control), % at 10 µM; 290,000 tested, 1.4% active;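 active = binding response more than 3 SD above or below the average of its plate-row segment, actives on both sides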;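 also: Alexa488 bead fluorescence after subtracting the streptavidin-only scavenger bead signal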
PfM18AAP inh: blocks P. falciparum M18 aspartyl aminopeptidase. recombinant PfM18AAP, H-Glu-NHMec fluorogenic cleavage. AID 1822. inhibition, % at 7.35 µM. 290,000 tested, 1.2% active;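 active = inhibition above the campaign mean inhibition over all tested compounds plus 3 SD, cut at about 28% in these data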;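 also: 0% = plate median of test compound wells and 100% = 2 mM ZnCl2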
PHOSPHO1 inh: inhibitors of human PHOSPHO1 phosphatase | Q8TCT1 | recombinant PHOSPHO1, absorbance phosphatase assay | inhibition, % at 13.3 µM | 290,000 tested, 1.1% active; in the data active = inhibition above about 60%
Target sequence (Q8TCT1 whole entry, looked up): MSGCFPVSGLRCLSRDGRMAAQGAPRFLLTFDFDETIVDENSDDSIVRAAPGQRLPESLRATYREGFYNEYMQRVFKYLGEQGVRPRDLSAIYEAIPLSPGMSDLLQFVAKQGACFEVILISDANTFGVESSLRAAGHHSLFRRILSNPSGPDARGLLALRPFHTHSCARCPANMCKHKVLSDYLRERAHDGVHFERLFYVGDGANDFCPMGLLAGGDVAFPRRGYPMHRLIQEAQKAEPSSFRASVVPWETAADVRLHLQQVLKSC
NALP1 yeast inh: inhibitors of NALP1 inflammasome in yeast; AID 2071; 280,000 tested, 0.61% active; S. cerevisiae NALP1/ASC/caspase-1 growth, X-gal OD620, 72 h; inhibition, % at 10 µM; in the data active = inhibition mostly above about 24%, no sharp cut-off; inactive = mostly below about 32%; also: some compounds called inactive have numbers as strong as hits
FID counter: displaces DNA intercalator in HCV helicase counter-screen. 290,000 tested, 0.17% active. inhibition, % at 7.9 µM. DNA fluorescent intercalator displacement, fluorescence; in the data active = inhibition above about 37%;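 also: 0% = vehicle and 100% = reference compound; higher means more ethidium bromide displaced from hairpin DNA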
GPR7 antagonist: human neuropeptides B/W receptor 1 antagonism. inhibition, % at 4.4 µM. GPR7-expressing cells, fluorescence antagonist assay. 290,000 tested, 1.1% active. AID 1861; in the data active = inhibition above about 16%, passing the limit was not always enough;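 also: cells stimulated with the agonist NPW; 0% = agonist with vehicle and 100% = vehicle without agonist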
Target sequence (P48145 whole entry, looked up): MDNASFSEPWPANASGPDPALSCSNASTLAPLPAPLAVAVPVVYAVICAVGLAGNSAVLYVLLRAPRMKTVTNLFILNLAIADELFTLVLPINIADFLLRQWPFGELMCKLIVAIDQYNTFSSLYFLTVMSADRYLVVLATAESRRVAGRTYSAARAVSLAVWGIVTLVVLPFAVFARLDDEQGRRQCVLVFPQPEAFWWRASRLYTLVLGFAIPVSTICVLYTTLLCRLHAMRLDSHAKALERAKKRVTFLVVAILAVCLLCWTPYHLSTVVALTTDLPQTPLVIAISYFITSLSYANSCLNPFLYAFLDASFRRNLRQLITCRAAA
MEKK2wt PB1 HTS: raises or lowers MEK5 binding to wildtype human MEKK2 PB1 domain; Q9Y2U5; bead flow cytometry, Alexa488-MEK5 binding to MEKK2 WT; actives lie on both sides; binding response (% of control), % at 10 µM; 290,000 tested, 1.1% active; AID 1531; in the data active = binding response below about 67% or above about 130%
OXTR agonist: human OXTR agonism. activation, % at 3 µM. 320,000 tested, 0.32% active. CHO-OTR cells, Fluo-8 calcium fluorescence; normalized: DMSO 0%, oxytocin 100%. AID 2435. P30559;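 active = activation above the mean of all tested compounds plus 3 SD, cutoff set per screening run, cut at about 20% in these data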;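 also: peak over basal fluorescence ratio from a 100 s FLIPR kinetic read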
Target sequence (P30559 whole entry, looked up): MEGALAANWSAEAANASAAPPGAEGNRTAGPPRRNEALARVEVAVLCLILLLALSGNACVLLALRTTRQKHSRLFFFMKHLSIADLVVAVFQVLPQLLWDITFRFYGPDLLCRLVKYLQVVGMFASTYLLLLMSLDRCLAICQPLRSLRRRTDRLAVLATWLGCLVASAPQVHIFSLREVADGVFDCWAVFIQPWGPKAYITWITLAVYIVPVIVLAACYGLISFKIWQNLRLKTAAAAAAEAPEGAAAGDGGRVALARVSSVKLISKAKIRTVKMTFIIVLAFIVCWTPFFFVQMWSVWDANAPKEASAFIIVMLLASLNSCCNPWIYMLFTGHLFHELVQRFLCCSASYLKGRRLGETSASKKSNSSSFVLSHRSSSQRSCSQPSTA
* = called active by the depositor; x = no result given. Compounds as they come, and some 6.2% of all compounds hit somewhere here.

SMILES	MEKK2 mut-MEK5	MEKK3 PB1 HTS	PfM18AAP inh	PHOSPHO1 inh	NALP1 yeast inh	FID counter	GPR7 antagonist	MEKK2wt PB1 HTS	OXTR agonist
CCCCNC(=O)O[C@H]1C[C@@H]2CCN3C(=O)CCC(C)(C)[C@H](C1)[C@H]23	-9	97	-5	4	17	-35	10	93	0.2
N/C(Cc1ccc([N+](=O)[O-])cc1)=N\OC(=O)c1ccc([N+](=O)[O-])cc1	x	x	0	6	12	28	-9	x	14
Cc1cccc(NC(=O)CSc2nc3ccccc3nc2N2CCCC2)c1C	-5	99	3	15	22	-16	4	94	-1.9
Cn1c(SCC(=O)Nc2ccccc2F)nnc1-c1cccs1	4	101	5	39	-28	-6	-6	99	0.9
O=P(c1ccccc1)(c1ccccc1)C(O)c1ccncc1 (stereo unspecified)	-10	83	-3	11	-6	-2	-6	88	-0.3
CC1CCCN(CC(=O)N2c3ccccc3Sc3ccccc32)C1 (stereo unspecified)	-15	86	-11	32	-6	-1	-2	84	-0.1
CC(C)Nc1nnc(SCC(=O)Nc2ccc3c(c2)C(=O)c2ccccc2C3=O)s1	-3	100	-3	1	19	6	-11	98	4.9
COc1cccc(-n2cc(C(=O)NCCCOC(C)C)c3ccccc3c2=O)c1	12	111	0	34	-17	-30	-6	108	-0.7
Nn1c(SCc2c(F)cccc2F)nnc1-c1ccccn1	5	100	-5	-4	29	-5	-9	95	-2.1
O=C(CC(=O)N/N=C\c1c(Cl)cccc1Cl)NCc1ccccc1	2	106	0	34	7	-7	1	111	3.6
CSc1ncccc1C(=O)Nc1ccc(F)c(F)c1F	-3	91	0	-7	2	3	15*	91	-0.8
COc1ccc(CCNC(=O)CSc2nnc(Cc3cccn3C)n2C)cc1OC	5	99	-7	6	9	-20	-8	100	1.0
CCOC(=O)C1CCN(C(=O)c2c(-c3c(F)cccc3Cl)noc2C)CC1	8	127*	-9	11	-32	-14	5	115	0.3
CCOC(=O)c1ccccc1NC(=S)N1CCC(C)CC1	-2	101	-13	-15	4	-3	-9	101	-1.6
Cn1cnnc1SCC(=O)NN(c1ccccc1)c1ccccc1	-1	101	-12	17	16	-7	-8	97	-0.3
CNC(=O)/C(C#N)=C/c1cc(C)n(-c2ccc(N3CCOCC3)cc2)c1C	-17	89	-3	34	14	-11	-9	93	-0.7
CC1(C)Oc2ccc3ccc(=O)oc3c2/C(=C/Nc2ccccc2)C1=O	6	103	-10	4	-1	4	5	103	-1.1
COc1ccc(-c2oc3cc(O)c(OC)c(O)c3c(=O)c2OC)cc1	3	107	x	22	-16	x	x	103	-0.9
Cc1cccc(NC(=O)CSc2ccc3nnc(-c4cccnc4)n3n2)c1	0	101	-13	14	19	-7	-3	102	0.4
O=C(O)C1CCCCC1C(=O)NCCc1cccc(Cl)c1 (stereo unspecified)	-1	100	-4	-16	x	-2	-4	96	-1.2
COc1ccc(N/C(N)=N/c2nc(C)cc(=O)[nH]2)cc1	5	98	-3	19	12	-1	-12	104	-0.5
O=C1CC(c2ccc3c(c2)OCO3)Sc2nc3ccccc3n21 (stereo unspecified)	4	101	-2	97*	-8	2	-4	98	0.3
OCCNc1nc(Nc2ccccc2)nc(Nc2ccccc2)n1	22	110	-10	34	7	-8	10	114	-1.8
Cc1cc(NC(=O)CSc2nnc(Cn3c(=O)sc4ccccc43)n2-c2ccccc2C)no1	x	x	4	-5	3	-13	-5	x	-1.5
Cc1ccc(-c2nc(CS(=O)CC(=O)NCCN3CCCCC3C)c(C)o2)cc1 (stereo unspecified)	3	103	-3	37	18	0	-6	103	-0.5
CCOC(=O)c1ccc(S(=O)(=O)NC2CCCCCCC2)n1C	2	103	4	-3	1	-27	-6	105	-0.9
COc1ccc(C)cc1NC(=O)CN(C)S(=O)(=O)c1ccc2c(c1)c(=O)n(C)c(=O)n2C	-8	100	-4	23	32	-7	-10	96	0.3
OC(COc1ccc(OCC(O)CN2CCCCCC2)cc1)CN1CCCCCC1 (stereo unspecified)	5	96	-11	-149	-40	32	-3	107	-0.7
CC(C)CNC(=O)CSc1nnc(-c2ccc(Cl)cc2)n1N	-9	79	-16	-9	11	-3	-2	83	-0.8
CCCc1cc(=O)[nH]c(SCC(=O)N(CC(C)C)C2CCS(=O)(=O)C2)n1 (stereo unspecified)	3	104	1	-18	14	-11	-6	105	-0.2
COc1ccc(CN2CC34C=CC(O3)C(C(=O)O)C4C2=O)cc1 (stereo unspecified)	3	99	-13	0	-1	1	-6	100	0.3
Cc1ccc(-n2c(CNc3ccc(F)cc3)nnc2SCC(=O)N2CCCC2)cc1	-7	92	7	53	10	-40	-2	88	0.8
O=C(N/N=C/c1ccccc1[N+](=O)[O-])c1ccc2nc[nH]c2c1	0	103	3	36	-2	-12	-13	99	1.0
CCN(CC)S(=O)(=O)c1ccc(NC(=O)Cn2c(=O)sc3ccccc32)cc1	0	101	-2	26	23	-15	-10	105	6.8
C#CCn1cc[n+](CC(=O)N(C)C)c1	3	105	-5	-27	-4	1	12	105	0.3
Cn1nc(-c2ccc(N3CCN(CCO)CC3)c([N+](=O)[O-])c2)c2ccccc2c1=O	-2	100	5	3	-6	6	-10	100	0.0
Fc1ccc(CCNC(=S)Nc2ccc(F)cc2)cc1	0	97	6	-1	12	3	-1	114	4.6
CN(C(=O)COC(=O)c1cc(F)c(F)cc1Cl)c1ccccc1	11	104	6	4	-7	-28	-2	104	-1.6
COc1cc2ccccc2cc1C(=O)Nc1nc(C)c(C(C)=O)s1	5	101	11	41	27	-5	4	101	1.3
Cc1cc(SCC(=O)c2ccccc2)n2ncc(-c3ccccc3)c2n1	-3	99	16	-27	14	-3	17	100	0.8
CCOC(=O)N1CCN(S(=O)(=O)c2ccc(C(=O)Nc3sc4c(c3C(N)=O)CCN(CC)C4)cc2)CC1	-2	96	2	6	-9	15	-2	99	0.0
CNc1ccc(/C=C(\CCC(=O)O)c2nc3ccccc3s2)cc1[N+](=O)[O-]	-3	88	1	-8	37	-19	-6	94	3.5
Cc1ccc(CN2CCN(Cc3ccncc3)CC2CCO)o1 (stereo unspecified)	-4	97	-3	48	2	-1	-12	96	0.3
COc1ccc(C(=O)Nn2c(SCC(=O)NCc3ccco3)nc3ccccc3c2=O)cc1	5	113	-11	2	8	-4	1	121	1.1
COc1ccc(-n2c(=O)c3ccccc3n(CC(=O)c3ccccc3)c2=O)cc1OC	3	102	-15	-12	-9	-7	-1	103	0.1
O=C(O)COc1ccccc1/C=C1\C(=O)Nc2ccc(Br)cc21	5	105	24	31	9	-13	-5	105	-1.0
CC(NC(=S)Nc1ccc([N+](=O)[O-])cc1)c1ccncc1 (stereo unspecified)	-1	96	-3	-73	-9	6	12	100	2.1
O=C(CCN1CCCCCC1)Nc1cccc(Cl)c1	1	86	6	1	-1	7	-2	105	1.9
Clc1c(-c2nnc3n2CCC3)sc2ccccc12	16	105	2	-3	22	-4	-1	107	-2.3
CC(C)c1ccc(CNc2ncccn2)cc1	13	103	-1	x	20	-2	5	135	-1.6
Other entries:
SMILES	MEKK2 mut-MEK5	MEKK3 PB1 HTS	PfM18AAP inh	PHOSPHO1 inh	NALP1 yeast inh	FID counter	GPR7 antagonist	MEKK2wt PB1 HTS	OXTR agonist
CCCN(Cc1nnc(-c2ccccc2Cl)o1)C(=O)c1cc([N+](=O)[O-])cc([N+](=O)[O-])c1	5	107	2	4	29	-22	-12	105	-1.9
CCOC(=O)c1nnc(-c2cccs2)nc1NC(C)C	-5	96	5	20	24*	-24	-8	98	-2.3
O=C1CCC(=O)N1c1cccc(OS(=O)(=O)c2ccccc2)c1	3	104	36*	-3	18	-5	-9	101	0.9
CCNC(=S)NS(=O)(=O)c1ccc(F)cc1	-1	99	6	-6	-8	3	-3	98	0.5
COc1cc(OC)c(C2CC(=O)N3CN(c4ccccc4)CSC3=C2C#N)cc1OC (stereo unspecified)	-3	100	39*	103*	-6	-38	-11	101	-1.1
O=C(CCc1nc2ccccc2[nH]1)Nc1ccc2c(c1)OCCO2	-5	102	10	4	20	1	-3	100	-0.4
Cc1cc(OCCCn2ccnc2)ccc1C(C)C	-1	103	6	-19	28	10	-10	100	1.9
CCCNC(=O)NCCC12CC3CC(CC(C3)C1)C2	-5	103	8	1	17	-26	-5	93	-2.5
O=C(C1CCN(S(=O)(=O)c2cccc3nonc23)CC1)N1CCCCC1	-1	100	3	36	2	-14	-2	96	8.1
C=CCC(O)(CC=C)CNC(=O)C1CCC(=O)N(CCCc2ccccc2)C1 (stereo unspecified)	6	102	-7	-15	3	-28	-4	108	-1.0
O=C(Cn1nc(C(=O)O)c2ccccc2c1=O)NC12CC3CC(CC(C3)C1)C2	-4	90	1	4	6	-4	-13	90	0.8
O=C(CSc1nnc(NC(=O)c2ccco2)s1)Nc1ccccc1	-7	92	3	-10	6	0	-17	90	-0.1
Cc1cc(C)n(C(=O)CNC(=O)COc2ccccc2)n1	1	96	-10	14	11	4	-2	98	-0.1
CC1CCCC(NC(=O)C2CCCN2S(=O)(=O)c2cccc3nsnc23)C1C (stereo unspecified)	8	106	-5	15	4	-31	2	107	-0.6
Cc1cc(C)n2ncnc2n1	-2	99	-4	-5	16	0	0	94	1.5
Cc1ccc(NC(=O)N2CCCC(c3ccccc3)C2)cc1 (stereo unspecified)	8	106	1	33	-6	-22	-6	106	-2.3
O=C1NC(=O)/C(=C\c2ccccc2OCc2ccc([N+](=O)[O-])cc2)N1	2	106	2	9	22	-6	-9	105	-2.3
CCn1cc(C(=O)O)c(=O)c2cc(F)c(N3CCN(C(=S)NC(=O)c4ccc(F)c(F)c4)CC3)cc21	-10	106	-9	33	28	2	-5	94	0.3
Cc1cc(-n2nnc3ccccc32)nc2ccccc12	0	98	-1	22	17	-5	-8	97	-0.8
Cc1ccccc1NC(=O)c1c(C)[nH]c(=S)c(C#N)c1-c1ccco1	-3	95	16	-15	24	22	2	101	-0.7

Arranged by molecular weight (low to high): five of the compounds above.
SMILES	MEKK2 mut-MEK5	MEKK3 PB1 HTS	PfM18AAP inh	PHOSPHO1 inh	NALP1 yeast inh	FID counter	GPR7 antagonist	MEKK2wt PB1 HTS	OXTR agonist
Cc1cc(C)n2ncnc2n1	-2	99	-4	-5	16	0	0	94	1.5
Cc1cc(-n2nnc3ccccc32)nc2ccccc12	0	98	-1	22	17	-5	-8	97	-0.8
Cc1cc(C)n(C(=O)CNC(=O)COc2ccccc2)n1	1	96	-10	14	11	4	-2	98	-0.1
O=C1NC(=O)/C(=C\c2ccccc2OCc2ccc([N+](=O)[O-])cc2)N1	2	106	2	9	22	-6	-9	105	-2.3
CCn1cc(C(=O)O)c(=O)c2cc(F)c(N3CCN(C(=S)NC(=O)c4ccc(F)c(F)c4)CC3)cc21	-10	106	-9	33	28	2	-5	94	0.3

(listing goes on)
SMILES	MEKK2 mut-MEK5	MEKK3 PB1 HTS	PfM18AAP inh	PHOSPHO1 inh	NALP1 yeast inh	FID counter	GPR7 antagonist	MEKK2wt PB1 HTS	OXTR agonist
COc1ccc(NC(=O)COc2ccc(C)cc2)c([N+](=O)[O-])c1	-8	91	-2	-3	7	5	-6	95	-0.3
S=C(NCc1ccccc1)N1CCN(C2CCCCC2)CC1	-21	94	4	48	x	5	8	90	1.4
Cc1nc(NC(=O)CSc2cc(C)c3ccccc3n2)c(Cl)cc1Cl	11	100	3	9	8	-1	-10	108	-3.0
O=C(COC(=O)c1ccco1)Nc1ccccc1[N+](=O)[O-]	0	106	-8	40	-13	3	-5	99	0.2
Cc1cc(OCC(=O)NCc2ccccn2)c2c(C)c(C)c(=O)oc2c1	-5	99	-3	24	14	-31	-14	98	1.7
CCCn1nnnc1NCc1ccccc1F	14	104	4	x	-16	-4	-14	108	0.6
COc1cccc(/C=N/NC(=O)CCc2c(C)n[nH]c2C)c1	6	104	-6	3	50	-6	-2	108	0.3
COc1ccccc1-n1cc(-c2ccc([N+](=O)[O-])cc2)[nH]c1=S	-12	95	32*	16	6	-8	-7	95	0.0
O=C(O)c1cc(N/N=C/c2ccc(-c3ccc(F)cc3)o2)ccc1Cl	4	104	-7	27	7	-3	-1	101	-1.0
